Screening results: PubChem BioAssay, several laboratories
hiPSC survival – enhancers of human iPSC single-cell survival; survival enhancement, % at 20 µM; hiPSC single-cell survival, ATPlite luminescence; 100% = ROCK inhibitor wells, 0% = DMSO; 360,000 tested, 0.044% active; in the data active means survival enhancement above about 18%;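 further: cells exposed to compounds for 16 hours before the ATP read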
Granule exo inh – lytic granule exocytosis inhibition. TALL-104 LAMP-1 surface exposure, flow cytometry; cells stimulated with thapsigargin and PMA. inhibition, % at 10 µM. 360,000 tested, 0.66% active. AID 651702;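 active means inhibition above about 55%, limit read from the data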
aDG glyco act – increases alpha dystroglycan glycosylation | 360,000 tested, 0.22% active | activation, % at 10 µM | Pro5-aDG cells, alpha-DG glycosylation AlphaScreen (IIH6); 0% Pro5, 100% B10-LARGE cell signal;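 active means activation of at least 8% versus controls, or a plate z-score of at least 8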;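 further: Pro5 are CHO cells carrying HIG-tagged alpha-DG that lacks glycosylation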
N-glyco inh – N-linked glycosylation inhibition; D54 ERlucT glycosylation luciferase reporter, 24 h; percent of 100 nM tunicamycin response; reporter increase, % at 12.5 µM; 360,000 tested, 0.23% active; AID 588692;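 active means mean luciferase reporter signal, scaled so untreated is 0 and the glycosylation-blocking control 100, at or above a set limit in every replicate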;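 further: luciferase carries N-glycosylation sites so blocking glycosylation raises the light; 0% = median of neutral control wells and 100% = median of 100 nM tunicamycin wells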
MC4R antagonist – blocks human MC4R cAMP signaling | P32245 | MC4R-expressing cells, MTII-stimulated cAMP, LANCE TR-FRET | inhibition, % at 6.5 µM | 360,000 tested, 0.48% active;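 active means inhibition above its plate's cutoff, the mean of tested wells on that plate plus 3 SD, cut at about 29% in these data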;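 further: 0% = Melanotan II alone and 100% = Melanotan II plus saturating MCL0020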
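System: U2OS-MC4R stable cell line; Technique: Eu-cAMP/anti-cAMP TR-FRET, emission 671 nm; Repeats: single well per compound; Also added: Melanotan II; Dosing: one concentration, 6.5 µM nominal; Schedule: 30-min compound, 1-h challenge, 1-h detection, room temperature.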
HTR2A ag – mouse HTR2A agonism via beta-arrestin recruitment; P35363; CHO-K1 mHTR2A beta-arrestin complementation, luminescence; percent of 30 µM serotonin response; activation, % at 7.6 µM; 360,000 tested, 0.66% active; AID 624169;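 active means activation above a run cutoff, the mean activation of all tested compounds plus 3 SD, cut at about 14% in these data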;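 further: 0% = plate median of compound wells and 100% = 30 µM serotonin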
ABHD5-PLIN5 inh – blocks binding of human ABHD5 to perilipin-5. Q00G26+Q8WTS1. Split G. princeps luciferase complementation, luminescence, 4 h. inhibition, % at 4 µM. 360,000 tested, 0.78% active;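 active means inhibition above the mean inhibition across every tested compound plus 3 SD, cut at about 22% in these data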;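 further: 0% = DMSO only wells and the 100% control is not disclosed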
Cardio protect – modulators protecting cardiomyocytes from myocardial damage. H9c2 cardiomyocytes, H2O2 injury protection, ATPLite, 2 h. protection from H2O2 cell death, % at 20 µM. 360,000 tested, 0.63% active;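 active means compounds giving at least 50% protection of heart cells from peroxide-induced death in the single-dose screen, raw or plate-pattern-corrected value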;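 further: 0% = DMSO wells with peroxide and 100% = DMSO wells without peroxide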
ABCB6 inh MLPCN – inhibitors of human ABC transporter ABCB6; AID 602162; K562-ABCB6 porphyrin accumulation, flow cytometry, 1 h; hits give low values; Q9NP58; fluorescence ratio to DMSO, % at 10 µM; 360,000 tested, 0.19% active;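 active means fluorescence ratio to DMSO below 75%, the collection mean minus 3 SD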;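 further: signal is porphyrin accumulated inside mitochondria; 100% equals median channel fluorescence of DMSO control wells; lower ratio means ABCB6 inhibition with less porphyrin fluorescence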
Target sequence (Q9NP58 whole entry, looked up): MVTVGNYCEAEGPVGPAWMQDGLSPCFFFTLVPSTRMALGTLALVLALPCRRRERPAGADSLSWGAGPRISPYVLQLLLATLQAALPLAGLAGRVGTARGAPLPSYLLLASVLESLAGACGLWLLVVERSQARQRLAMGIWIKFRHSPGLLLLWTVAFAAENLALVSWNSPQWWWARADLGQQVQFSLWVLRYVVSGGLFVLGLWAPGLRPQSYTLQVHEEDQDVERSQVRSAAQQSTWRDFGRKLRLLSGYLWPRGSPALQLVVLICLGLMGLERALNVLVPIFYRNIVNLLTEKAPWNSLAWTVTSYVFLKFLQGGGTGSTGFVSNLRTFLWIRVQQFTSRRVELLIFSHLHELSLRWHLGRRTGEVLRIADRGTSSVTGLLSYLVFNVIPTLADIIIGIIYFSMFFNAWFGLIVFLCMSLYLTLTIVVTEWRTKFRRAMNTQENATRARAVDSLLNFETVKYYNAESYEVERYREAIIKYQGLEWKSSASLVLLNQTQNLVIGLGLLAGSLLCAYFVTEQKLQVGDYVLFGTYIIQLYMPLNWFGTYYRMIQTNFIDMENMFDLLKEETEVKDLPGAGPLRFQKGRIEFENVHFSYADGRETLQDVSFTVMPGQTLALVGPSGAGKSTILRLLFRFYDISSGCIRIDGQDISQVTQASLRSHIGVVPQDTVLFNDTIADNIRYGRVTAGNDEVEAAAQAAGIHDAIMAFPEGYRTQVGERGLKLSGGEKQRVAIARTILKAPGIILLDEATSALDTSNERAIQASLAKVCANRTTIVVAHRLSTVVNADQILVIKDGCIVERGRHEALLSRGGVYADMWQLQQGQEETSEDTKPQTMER
MC4R barr agon – agonists of human melanocortin 4 receptor (MC4R) beta-arrestin; P32245; U2OS MC4R beta-arrestin complementation, luminescence; percent of melanotan II response, DMSO zero; activation, % at 8.9 µM; 360,000 tested, 0.98% active;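 active means activation above a per-plate cutoff, the mean activation of sample wells on that plate plus 3 SD, cut at about 8% in these data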
Active calls of the source: *; . = no result given.

SMILES | hiPSC survival | Granule exo inh | aDG glyco act | N-glyco inh | MC4R antagonist | HTR2A ag | ABHD5-PLIN5 inh | Cardio protect | ABCB6 inh MLPCN | MC4R barr agon
CNc1cnc(-c2ccc(C(=O)N3CCOCC3)cc2)cn1 | 0.0 | -1 | 0.0 | 1 | 8 | -2 | 7 | 11 | 99 | 0.2
NC(=NC1CCCCC1)NS(=O)(=O)c1ccccc1 | 0.1 | 31 | 0.1 | -1 | 3 | -5 | 0 | 0 | 100 | -1.6
CS(=O)(=O)N(CC(=O)Nc1ccc(C(N)=O)cc1)C1CCCCC1 | 0.4 | -5 | -0.3 | -1 | 6 | 3 | -4 | 0 | 99 | -0.8
COc1ccccc1NC(=S)NC(NC(C)=O)C(Cl)(Cl)Cl (stereo not drawn) | 0.2 | -1 | -0.1 | 1 | 17 | 1 | -4 | 0 | 94 | 1.9
OCCC1CN(Cc2nc(-c3ccccc3)cs2)CCN1CCc1ccccc1 (stereo not drawn) | -0.4 | 2 | 1.0 | -2 | 0 | -3 | 5 | -2 | 108 | -1.0
Cc1ccc(N(C(=O)c2csnn2)C(C(=O)NCc2ccccc2)c2cccnc2)cc1 (stereo not drawn) | 0.0 | 40 | 0.0 | 1 | 4 | 5 | 13 | -4 | 99 | 0.2
COc1ccc(CCN(C)CC(=O)Nc2cc(C)nc3ccccc23)cc1OC | 0.3 | -4 | 0.3 | 0 | 11 | -3 | 0 | -4 | 98 | 1.0
O=C(COc1ccc(Br)cc1)N(Cc1ccccc1)c1ccccn1 | -1.8 | 1 | 0.0 | -2 | -2 | -2 | -7 | -4 | 98 | -1.6
Cc1ccc(-c2cc(C(=O)N(C)CC(=O)Nc3ccccc3Br)c3ccccc3n2)o1 | 3.2 | -1 | -0.3 | -1 | 1 | 0 | 16 | 13 | 94 | -3.9
COc1ccc(C2CC(c3ccccc3)=NN2c2ccc(N)cc2)cc1 (stereo not drawn) | -0.4 | 12 | -0.2 | 5 | -2 | -1 | 0 | -2 | 101 | -0.4
O=C(NCC1CCCN(Cc2ccc3nonc3c2)C1)c1cccc(C(F)(F)F)c1 (stereo not drawn) | -0.5 | -6 | 0.3 | 1 | 16 | -6 | -4 | -3 | 104 | 0.4
O=C(CSc1nc2[nH]ncc2c(=O)[nH]1)Nc1cc(C(F)(F)F)ccc1Cl | -0.8 | 12 | -0.3 | 0 | 5 | -1 | 8 | 3 | 99 | -1.4
N#CC1=C(O)C(c2ccccc2)n2c1nc(=O)c1ccccc12 (stereo not drawn) | 3.5 | 0 | 0.5 | 2 | 7 | 1 | 6 | 3 | 115 | -1.5
O=C(O)c1cccc(N2C(=O)c3cccc4cccc(c34)C2=O)c1 | 1.7 | -8 | -0.2 | 0 | 0 | 0 | 2 | -1 | 95 | 0.5
Cc1cccc(Nc2ccc(C(=O)N3CCOCC3)cn2)c1 | -1.2 | -1 | 0.0 | 2 | 10 | 5 | 3 | -2 | 95 | -1.0
COC(=O)c1ccccc1NC(=O)Cn1nc(C(F)(F)F)c2c1CCC2 | -0.8 | -1 | 0.0 | -2 | -1 | -1 | -9 | 3 | 92 | 0.9
COC(=O)Cc1csc(Nc2ccccc2)n1 | -1.3 | -2 | 0.0 | 0 | 3 | 3 | 2 | 3 | 92 | -2.0
CSc1cccc(NC(=S)N2CCC(N(C)C3CCCC3)CC2)c1 | -0.8 | 0 | -0.1 | -3 | -4 | 4 | -1 | 0 | 99 | -2.8
Nc1ncnc(Nc2ccccn2)c1[N+](=O)[O-] | -1.0 | 1 | -0.3 | -4 | -12 | 4 | 2 | 8 | 101 | 0.3
C=CCOc1ccccc1CNc1ccc2c(c1)OCCO2 | -0.8 | 6 | -0.1 | -16 | 3 | 1 | -5 | -20 | 108 | -1.2
Cc1nc(CCNC(=O)Cc2ccc(F)cc2)cs1 | 5.3 | 2 | 0.0 | 1 | 4 | -1 | 0 | 5 | 104 | -0.3
Cc1ccc(C(=O)N[C@H](C(=O)OCC(=O)NC2CCS(=O)(=O)C2)C(C)C)cc1 (stereo partly drawn) | -0.8 | 1 | 0.0 | 2 | 1 | 0 | 1 | 5 | 88 | 0.5
Oc1ccc(C[C@H]2CNC(=S)N2CC2CCCN2C[C@H](Cc2ccc(O)cc2)N2C[C@H](Cc3ccc(O)cc3)N(CC3CCCCC3)C2=S)cc1 (stereo partly drawn) | -0.9 | 36 | -0.6 | -3 | 17 | -1 | 15 | 4 | 99 | -2.9
CC(=O)Nc1ccc(OC(F)(F)Cl)cc1 | -3.9 | 0 | -0.4 | 0 | -5 | 2 | 4 | 8 | 103 | -1.1
CCN(CC(=O)NCc1ccc(F)cc1)C(=O)c1ccc(Cl)cc1 | -0.7 | 8 | 0.0 | -1 | -8 | 6 | 0 | -3 | 93 | -0.4

The results go on.
SMILES | hiPSC survival | Granule exo inh | aDG glyco act | N-glyco inh | MC4R antagonist | HTR2A ag | ABHD5-PLIN5 inh | Cardio protect | ABCB6 inh MLPCN | MC4R barr agon
O=C(NCCCCCCNC(=O)OCc1ccccc1)OCc1ccccc1 | 0.2 | -2 | 0.4 | 1 | 2 | -3 | -1 | 5 | 100 | 3.9
O=C(COCc1cc(-c2ccco2)on1)NC1CCCCC1 | -0.1 | -1 | 0.2 | 1 | 17 | -1 | -2 | 3 | 93 | -1.4
O=C(c1cnccn1)N1CCc2c([nH]c3ccccc23)C1c1cccc(Cl)c1 (stereo not drawn) | 1.7 | 0 | -0.4 | -3 | 6 | -3 | -7 | -5 | 96 | -1.0
CCOc1ccc(N2C(=O)Nc3ccccc3C2(O)C(=O)NCc2ccc(C)cc2)cc1 (stereo not drawn) | -0.8 | -14 | 0.2 | 0 | 13 | -2 | -1 | 8 | 102 | -1.4
CCN1CCc2c(sc(NC(=S)NC(=O)c3ccccc3)c2C#N)C1 | -0.7 | -5 | 0.1 | -3 | -5 | 3 | 10 | 6 | 122 | -0.9
CCCCN1C(=O)C(CC(=O)NCc2cccs2)CC(C(=O)N2CCCCCC2)=C1C (stereo not drawn) | 2.5 | 1 | -0.2 | . | . | 1 | -10 | . | 105 | .
Cc1nc(N)c(C#N)c(-c2ccccc2Cl)c1C | 0.3 | -2 | -0.2 | -4 | 8 | 1 | 6 | 0 | 89 | 0.3
O=C(CCn1cnc2ccccc2c1=O)Nc1nc(-c2ccc(Br)cc2)cs1 | -1.3 | 0 | 0.0 | 19 | 20 | 0 | 2 | -1 | 94 | 11*
O=C(CCc1nc2ccccc2c(=O)[nH]1)Nc1cc(Cl)ccc1N1CCCCC1 | -0.1 | -2 | 0.0 | 6 | 3 | 0 | -10 | 19 | 100 | -0.7
O=c1ccc(-c2nc3cc(Cl)ccc3n2Cc2ccccc2)c[nH]1 | -2.1 | -1 | -0.3 | 4 | 3 | -2 | 4 | 3 | 97 | -1.7
Cc1nc2ccc(NC(=O)C3CCN(S(=O)(=O)c4cccs4)CC3)cc2s1 | 5.2 | -4 | 0.1 | -3 | 8 | 3 | 11 | -7 | 96 | 0.2
Cc1ccccc1NC(=O)Cc1nc(COC(=O)c2ccc(S(C)(=O)=O)c([N+](=O)[O-])c2)cs1 | 18 | 3 | -0.3 | -5 | -43 | -1 | 27* | -24 | 110 | -5.5
O=C(CCN1CCc2ccccc2C1)Nc1ccc(F)cc1 | -1.3 | -1 | -0.1 | 1 | 2 | 4 | 2 | 5 | 102 | -0.9
Cc1cc2oc(C(=O)Nc3ccc(S(=O)(=O)Nc4onc(C)c4C)cc3)cc(=O)c2cc1Cl | -0.2 | -2 | 0.1 | 0 | 10 | -4 | -1 | -8 | 97 | 0.5
O=c1onc(-c2ccc(Cl)cc2Cl)n1-c1cccnc1 | 0.6 | 1 | 0.1 | 2 | 4 | -2 | -5 | 3 | 94 | -1.8
CC(C)CN(Cc1c(O)ccc2ccccc12)CC(C)C | 0.3 | 2 | 0.7 | 5 | 4 | -5 | -11 | -6 | 103 | 1.3
C/C(CC(=O)Nc1ccc([N+](=O)[O-])cc1)=N\NC(=O)c1ccccc1O | 2.3 | -2 | 0.0 | 0 | 0 | 0 | 15 | -2 | 96 | -0.8
CC(C)[C@H](NC(=O)c1ccccc1F)C(=O)NC1CCCCC1 | -0.6 | 0 | 0.0 | 2 | -5 | 6 | -3 | 0 | 99 | -1.2
O=C(NCCN1CCCCC1)c1ccc2c(c1)OCCO2 | -4.2 | -1 | 5.3 | -3 | -1 | 5 | -4 | -2 | 96 | -1.3
Cc1cccc(NC(=O)C(=O)NCC2CCCO2)c1 (stereo not drawn) | 0.4 | -2 | 0.0 | -1 | 11 | -2 | -3 | 2 | 98 | -1.4
CCC1CCCCN1C(=O)CSc1nc2c(c(=O)n1C)SC(C)C2 (stereo not drawn) | -0.2 | -4 | 0.2 | 1 | 12 | 5 | -2 | -2 | 100 | 0.0
Cc1ccc(S(=O)(=O)N(C)c2ccc(OCC(=O)OCc3ccc(C#N)cc3)cc2)cc1 | -0.4 | 5 | -0.1 | 1 | -1 | -2 | 8 | 14 | 95 | -2.1
Cc1c(C(=O)N(Cc2nccn2C)C(C)C)oc2c(F)cccc12 | -0.5 | -2 | -0.1 | 0 | 17 | 0 | 3 | -2 | 106 | -2.0
COc1ccc(-n2cc(C(=O)c3ccccc3O)cn2)cc1 | -1.1 | 11 | -0.4 | -16 | -10 | -6 | 1 | -12 | 103 | 1.4
COc1ccc(/C=N/n2c(C)nc3c([nH]c4ccccc43)c2=O)cc1CN1CCCC(C)(C)C1 | -0.3 | 3 | -0.1 | -6 | 10 | 1 | 4 | -2 | 97 | -1.4
O=C(CSc1ncnc2c1cnn2CCO)Nc1cccc(C(F)(F)F)c1 | -1.1 | 2 | 0.3 | 0 | -2 | 5 | 5 | -4 | 98 | -1.7
CCOC(=O)C1CN(S(=O)(=O)c2ccc(OC)cc2)c2cc(CC(=O)OC)ccc2O1 (stereo not drawn) | -2.8 | 3 | 0.0 | 0 | 6 | 1 | 8 | 2 | 99 | -2.3
COc1ccc(S(=O)(=O)N2CCN(CC(=O)NC(Cc3ccccc3)C(C)=O)CC2)cc1 (stereo not drawn) | -0.5 | -6 | 0.0 | -1 | 6 | 7 | -2 | 0 | 102 | -0.7
O=C(CSc1nnc(Nc2ccccc2F)s1)NCc1ccco1 | 5.0 | -2 | 0.3 | 1 | 2 | -4 | 14 | 2 | 104 | 1.1
O=C(CCNC(=O)c1ccc(Br)cc1)NCC1COc2ccccc2O1 (stereo not drawn) | 0.0 | -1 | 0.2 | -1 | 9 | -6 | 3 | 1 | 97 | 1.1

A portion from further up, for reference:
SMILES | hiPSC survival | Granule exo inh | aDG glyco act | N-glyco inh | MC4R antagonist | HTR2A ag | ABHD5-PLIN5 inh | Cardio protect | ABCB6 inh MLPCN | MC4R barr agon
COc1ccc(S(=O)(=O)N2CCN(CC(=O)NC(Cc3ccccc3)C(C)=O)CC2)cc1 (stereo not drawn) | -0.5 | -6 | 0.0 | -1 | 6 | 7 | -2 | 0 | 102 | -0.7
O=C(CSc1nnc(Nc2ccccc2F)s1)NCc1ccco1 | 5.0 | -2 | 0.3 | 1 | 2 | -4 | 14 | 2 | 104 | 1.1
O=C(CCNC(=O)c1ccc(Br)cc1)NCC1COc2ccccc2O1 (stereo not drawn) | 0.0 | -1 | 0.2 | -1 | 9 | -6 | 3 | 1 | 97 | 1.1
